# BaF3 tox: counter-screen for JAK2V617F inhibitors: parental Ba/F3 viability inhibitors; CellTiter-Glo ATP luminescence; inhibition, % at 5.6 µM; 1.1% of 220,000 active;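 active = inhibition above a per-campaign cutoff, the mean inhibition of all tested compounds plus 3 SD, cut at about 27% in these data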;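 also: 0% = DMSO wells and 100% = JAK Inhibitor I control wells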
# NPY1 pot ag: human NPY-Y1 potentiation or agonism, primary screen. P25929. NPY-Y1 expressing cells, potentiator/agonist activation. activation, % at 3.6 µM. 0.37% of 220,000 active; in the data active = activation above about 33%, passing the limit was not always enough;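 also: cells stimulated with NPY at EC10 then isoproterenol at EC100; 0% = low agonist plus stimulus and 100% = saturating agonist plus stimulus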
# Ba/F3 V617F tox: reduce viability of Ba/F3 cells dependent on JAK2V617F; 1.1% of 220,000 active; Ba/F3 EpoR-JAK2V617F viability, ATP luminescence; inhibition, % at 5.6 µM;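 active = inhibition above the campaign mean plus 3 SD over all tested compounds, cut at about 24% in these data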;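 also: cytokine-independent growth of Ba/F3 cells driven by EpoR plus mutant JAK2; 0% = DMSO-treated cells and 100% = JAK inhibitor I control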
# NPY Y1 blocker: NPY-Y1 (human) receptor antagonism. 1% of 200,000 active. AID 1040. HEK293-CNG Y1 cells, membrane potential fluorescence; NPY at EC95, then isoproterenol. P25929. inhibition, % at 3.6 µM;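 active = inhibition above the campaign mean inhibition of all tested compounds plus 3 SD, cut at about 20% in these data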;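 also: 0% = DMSO wells given NPY plus isoproterenol and 100% = isoproterenol alone without NPY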
#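 Material: HEK293 cells with Y1 receptor plus CNG channel; times: compound incubation 1 h at room temperature, readout 45 min post-stimulation; signal: fluorescence, membrane potential probe; read-out basis: fluorescence ratio normalized to % inhibition between controls; benchmarks: full-block control isoproterenol-only wells, zero-block control NPY plus isoproterenol wells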
# RBBP9 inhibitor: inhibitors of human serine hydrolase RBBP9 | 0.2% of 220,000 active | O75884 | inhibition, % at 7.94 µM | recombinant RBBP9, FP-Rh probe fluorescence polarization | AID 1515;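 active = inhibition above the campaign mean of all tested compounds plus 3 SD, cut at about 14% in these data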;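 also: plate controls were DMSO wells with RBBP9 for no effect and wells lacking RBBP9 protein for full effect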
#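 system = RBBP9 protein | input = RBBP9 at 2.5 µM in dispensed solution, before mixing | measured by = fluorescence polarization (mP), excitation 525 nm, emission 598 nm | incubation = enzyme-compound preincubation 30 min, then probe labeling 45 min, 25 °C | buffer or medium = Tris-NaCl-Pluronic buffer, pH 8.0 | compound = single dose 7.94 µM | also added = FP-Rh probe, 375 nM dispensing solution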
# Runt-CBFb FRET: inhibitors of human RUNX1 Runt domain binding to CBFb; 0.46% of 220,000 active; Q01196+Q13951; inhibition, % at 20 µM; Cerulean-Runt/Venus-CBFb FRET ratio 530/480, 1 h;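 active = inhibition over about 50% at 20 µM in the single-dose screen, limit read from the data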;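 also: 0% = DMSO wells and 100% = excess unlabeled CBFb competitor control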
#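 test system = Cerulean-Runt domain fusion protein, energy donor | probe or stimulus = Venus-CBFb binding partner, 100 nM | incubation = two 1 h room-temperature incubations shielded from light | detection = fluorescence energy transfer, 422 nm excitation, 530/480 nm emission | measure = loss of energy transfer signal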
# NPY-Y2 PAM-ag: potentiates or activates human NPY-Y2 receptor; P49146; cells expressing NPY-Y2, potentiator/agonist read-out; activation, % at 3.6 µM; 0.45% of 220,000 active; AID 1359; in the data active = activation above about 27%;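 also: cells stimulated with NPY near EC25 plus isoproterenol at EC100; 0% = vehicle plus submaximal agonist and 100% = vehicle plus saturating agonist; some results beyond the cut were filed as inactive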
# Target sequence (P49146 whole entry, looked up): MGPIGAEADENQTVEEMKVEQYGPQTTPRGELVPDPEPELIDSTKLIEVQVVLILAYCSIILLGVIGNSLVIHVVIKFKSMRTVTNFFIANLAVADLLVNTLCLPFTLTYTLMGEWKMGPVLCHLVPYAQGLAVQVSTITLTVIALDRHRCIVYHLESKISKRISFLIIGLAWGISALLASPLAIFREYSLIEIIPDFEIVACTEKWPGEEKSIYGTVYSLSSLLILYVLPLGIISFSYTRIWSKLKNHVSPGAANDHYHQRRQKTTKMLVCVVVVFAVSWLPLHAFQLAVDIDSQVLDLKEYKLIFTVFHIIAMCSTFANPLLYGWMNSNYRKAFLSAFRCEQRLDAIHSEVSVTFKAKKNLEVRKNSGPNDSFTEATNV
# S1P4 antag: human S1P4 receptor antagonism. O95977. S1P4-expressing cells, antagonist mode, reporter read-out. inhibition, % at 4.98 µM. 0.26% of 220,000 active; in the data active = inhibition above about 29%;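 also: 0% = wells stimulated with agonist and 100% = vehicle wells without agonist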
# Target sequence (O95977 whole entry, looked up): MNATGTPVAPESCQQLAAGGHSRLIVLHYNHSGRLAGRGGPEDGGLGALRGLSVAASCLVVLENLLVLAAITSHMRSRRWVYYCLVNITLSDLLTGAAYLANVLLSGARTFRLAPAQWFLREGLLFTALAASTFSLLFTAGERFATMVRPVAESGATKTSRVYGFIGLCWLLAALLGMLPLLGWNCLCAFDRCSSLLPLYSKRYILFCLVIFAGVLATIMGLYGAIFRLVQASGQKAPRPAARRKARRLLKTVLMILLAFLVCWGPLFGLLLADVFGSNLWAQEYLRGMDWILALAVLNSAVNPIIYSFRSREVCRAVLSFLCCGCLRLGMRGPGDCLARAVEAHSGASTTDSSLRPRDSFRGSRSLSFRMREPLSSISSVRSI
# S1P4 ag: human S1P4 receptor agonism; O95977; S1P4-expressing cell line, agonist reporter assay; AID 1509; 0.35% of 220,000 active; activation, % at 4.98 µM; in the data active = activation above about 11%;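 also: 0% = DMSO vehicle and 100% = reference agonist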
# The depositor's hits bear a star; x = not tested or not shown.
structure	BaF3 tox	NPY1 pot ag	Ba/F3 V617F tox	NPY Y1 blocker	RBBP9 inhibitor	Runt-CBFb FRET	NPY-Y2 PAM-ag	S1P4 antag	S1P4 ag
O=C(CN1C(=O)C2CC=CCC2C1=O)Nc1ccc(S(=O)(=O)NC2=NCCCCC2)cc1 (configuration not stated)	2	2	-3	-2	-5	-2	2	0	-0.8
COc1cccc(-c2nc(CS(=O)(=O)CC(=O)Nc3cc(C)ccc3C)c(C)o2)c1	1	-44	0	12	-7	0	-14	-2	0.0
CCCCNC(=O)C12CCC(C)(C(=O)C1Br)C2(C)C (configuration not stated)	4	-27	-1	1	-5	-2	7	1	-0.1
CCOC(=O)C1CCN(C(=O)Cc2ccc(OC)c(OC)c2)CC1	2	1	6	0	-6	-2	-15	-2	3.9
C=CCN1C(=O)C(CC(=O)O)SC1=Nc1ccc(C(=O)O)cc1 (configuration not stated)	0	1	1	2	1	1	12	-3	0.0
CC(OC(=O)c1c2c(nc3ccccc13)/C(=C\c1ccc3c(c1)OCO3)CCC2)C(=O)Nc1ccc(S(N)(=O)=O)cc1 (configuration not stated)	-1	12	-2	-2	-1	-26	3	-24	-0.7
COc1cccc(/C=C2\SC(=S)N(N3CCOCC3)C2=O)c1OC	0	16	-2	-1	0	-2	0	-23	-0.2
CCCc1cc(-c2nc(-c3ccc(Cl)cc3)cs2)ccn1	4	-23	2	9	1	-1	-23	1	1.7
C[C@H]1C(=O)N(C)CCN1C(=O)c1ccccc1OC1CCN(S(C)(=O)=O)CC1	2	7	-4	-4	-5	4	6	-5	1.6
COc1ccc(/C=N/NC(=O)c2ccc(C)cc2)cc1CN1CCN(c2ccc(F)cc2)CC1	0	-1	-1	4	-1	0	-6	-7	6.8
CN1/C(=C/C=N/NC(=O)c2ccc([N+](=O)[O-])cc2)C(C)(C)c2ccccc21	6	-19	3	-4	-10	-13	11	-11	-0.2
CCCn1nnc(NC(=S)NC(=O)c2cccs2)n1	4	23	-1	4	-4	-6	4	-4	-0.7
CCCCCn1c(=O)[nH]c2cc(C(=O)NCCN3CCOCC3)ccc2c1=O	2	0	2	2	-5	x	1	-1	-0.8
CCc1nnc(NC(=O)c2ccc3ncsc3c2)s1	-6	20	0	x	-6	-1	12	-9	1.2
O=C(CCc1nc2ccccc2c(=O)[nH]1)OCCOc1ccc(Cl)cc1	0	-5	1	-2	-10	-1	-5	-9	0.7

# Next part; the last two above are carried over.
structure	BaF3 tox	NPY1 pot ag	Ba/F3 V617F tox	NPY Y1 blocker	RBBP9 inhibitor	Runt-CBFb FRET	NPY-Y2 PAM-ag	S1P4 antag	S1P4 ag
CCc1nnc(NC(=O)c2ccc3ncsc3c2)s1	-6	20	0	x	-6	-1	12	-9	1.2
O=C(CCc1nc2ccccc2c(=O)[nH]1)OCCOc1ccc(Cl)cc1	0	-5	1	-2	-10	-1	-5	-9	0.7
N#Cc1c(NC(=O)CSC2=NCCS2)sc2c1CCCC2	0	-28	-3	9	-6	-1	2	9	0.1
Cc1cccn2c(=O)c(/C=C(\C#N)C(=O)NCc3ccco3)c(N3CCOCC3)nc12	-3	20	-3	x	-7	78*	9	-6	-0.8
COc1ccccc1C(=O)NCC(=O)NNc1ncnc(N)c1[N+](=O)[O-]	1	13	0	2	4	0	-1	7	1.2
Cc1sc(-c2ccncc2)nc1OC(=O)c1cc(Cl)cc(Cl)c1	2	3	-4	0	-8	-84	-2	4	2.8
COc1cc(CCC(=O)OCn2nnc3ccccc3c2=O)cc(OC)c1OC	6	8	0	1	-5	1	-4	6	-1.2
Cc1nn(-c2ccccc2)c2c1C(=O)NC(=O)C(C)(C)C2	4	-9	-2	2	-1	-1	6	13	-1.4
COc1ccccc1CC(=O)Nc1ccc(-c2noc(COc3ccc(Cl)c(C)c3)n2)cc1	0	-17	-5	1	-4	2	-30	15	0.7
CCn1ncc(CN2CCCC(CNC(=O)c3ccc(F)cc3)C2)c1C (configuration not stated)	5	-33	4	-3	-11	x	-7	-3	0.6
N#CCc1ccc(NS(=O)(=O)c2cccs2)cc1	4	24	-4	4	0	-1	9	-8	0.5
COc1nc(Oc2ccc(=O)n(C)n2)nc(N(C)C)n1	3	3	-1	0	-4	2	5	7	1.6
COc1ccc(OCC(=O)N/N=C(\C)CC(=O)Nc2ccc(OC)cc2[N+](=O)[O-])cc1	2	-7	1	3	-9	-3	3	-16	0.8
Cc1ccc(CN2CCN(Cc3ccc(Oc4ncccn4)cc3)CC2CCO)cc1 (configuration not stated)	5	5	-3	-3	-7	2	5	-9	2.7
CCOC(=O)C(NC(=O)Nc1cccc(C)n1)(OCC(F)(F)F)C(F)(F)F (configuration not stated)	6	11	0	2	2	-1	14	-7	2.2
CCCn1ncc(CN2CCN(CCc3ccccc3)C(CCO)C2)c1C (configuration not stated)	0	-4	-3	-1	-9	0	-3	-10	0.5
CCOc1cc(/C=C2/NC(=O)N(CC(=O)OC)C2=O)ccc1OC	3	7	-1	3	-5	-1	-8	-5	1.5

# A portion of the results above, for reference:
structure	BaF3 tox	NPY1 pot ag	Ba/F3 V617F tox	NPY Y1 blocker	RBBP9 inhibitor	Runt-CBFb FRET	NPY-Y2 PAM-ag	S1P4 antag	S1P4 ag
N#Cc1c(NC(=O)CSC2=NCCS2)sc2c1CCCC2	0	-28	-3	9	-6	-1	2	9	0.1
Cc1cccn2c(=O)c(/C=C(\C#N)C(=O)NCc3ccco3)c(N3CCOCC3)nc12	-3	20	-3	x	-7	78*	9	-6	-0.8
COc1ccccc1C(=O)NCC(=O)NNc1ncnc(N)c1[N+](=O)[O-]	1	13	0	2	4	0	-1	7	1.2
Cc1sc(-c2ccncc2)nc1OC(=O)c1cc(Cl)cc(Cl)c1	2	3	-4	0	-8	-84	-2	4	2.8

# More records
structure	BaF3 tox	NPY1 pot ag	Ba/F3 V617F tox	NPY Y1 blocker	RBBP9 inhibitor	Runt-CBFb FRET	NPY-Y2 PAM-ag	S1P4 antag	S1P4 ag
Cc1nc(NC(=O)c2ccccc2)sc1-c1csc(Nc2ccc(Cl)cc2Cl)n1	3	20	-2	3	0	4	19	12	-6.0
Cc1ccc(-c2c(C(=O)NCc3ccc(F)cc3)oc(=O)c3ccccc23)cc1	12	-18	5	2	-3	-2	-15	-17	-1.3
O=C(NCCc1ccccc1)C(=O)c1c(-c2ccccc2)[nH]c2ccccc12	1	-7	-4	6	-1	0	16	5	1.5
CCCS(=O)(=O)c1c(S(=O)(=O)CCC)c2c(C(N)=O)cccn2c1C(=O)c1ccc(F)cc1	5	11	-2	0	-9	-1	6	-7	0.5
NS(=O)(=O)c1ccc(CCNC(=O)C2CCN(S(=O)(=O)c3c(Cl)cccc3Cl)CC2)cc1	-8	3	-6	x	-4	0	-7	8	-0.3
CN(C)c1cccc2c1c(NC(=O)c1ccc(F)cc1)nn2C	0	-4	-4	x	-7	20	-14	14	-1.9
O=C(Nc1ccc(CN2CCS(=O)(=O)CC2)cc1)c1ccc(F)cc1	-2	-9	-4	x	-9	1	-13	6	-0.1
O=C(/C=C/c1ccc2c(c1)OCO2)Nc1nc(-c2ccc(F)cc2)cs1	5	-9	1	3	-7	0	3	-19	0.9
Cc1cc(/C=C(\C#N)C(=O)Nc2ccc(Cl)cc2)c(C)n1-c1ccc(N2CCOCC2)c([N+](=O)[O-])c1	4	-5	1	2	-3	1	-7	-5	0.6
Clc1ccc(CNc2ccc(CNc3ncn[nH]3)cc2)cc1	7	-2	-1	-4	-3	-3	9	-9	1.5
Clc1ccc(C(c2nnnn2C2CCCCC2)N(Cc2cccnc2)Cc2ccco2)cc1 (configuration not stated)	3	-5	-2	3	1	-1	11	3	0.3
CN1C(=O)CSC1=NCC12CC3CC(CC(C3)C1)C2	0	-2	-5	3	-10	-2	6	2	-0.4
CC(=O)N1N=C(c2ccc(C)cc2)OC1c1cccnc1 (configuration not stated)	2	15	0	7	-2	0	18	-5	-0.2
CC(=O)c1cccc(NC(=O)Nc2csc3c2CCCC3)c1	9	7	0	0	8	-1	0	-15	1.8
O=C(Oc1ccc2c(c1)OCO2)c1ccncc1	7	-9	-1	2	-2	0	6	15	0.0
COc1ccc(C)cc1NC(=O)CNc1ccccc1CN(C)C1CCCCC1	-1	7	-4	12	-9	-1	-7	-7	-0.4
O=C(N1CCOCC1)N1CCC(NC(=O)C23CC4CC(CC(C4)C2)C3)CC1	0	-20	-1	-3	-5	-4	13	-5	0.6
CN1CCN(C(=O)c2ccc3c(=O)n4c(nc3c2)CCCCC4)CC1	7	-9	1	-2	-2	-2	-13	-10	-1.1
Cc1nnc(SCC(=O)O)o1	10	-6	2	1	-6	0	-5	-1	2.1
CC(C)c1nc(C#N)c(N2CCOCC2)o1	-2	16	-2	-2	4	-1	21	-13	1.8

# Screens deposited in PubChem BioAssay by several laboratories.
